# WT yeast gro inh – growth inhibition of WT yeast, mitochondrial fusion screen | inhibition, % at 10 µM | actives 2.1% (n = 190,000) | mitochondrial fusion phenotypic screen, WT strain | AID 1362; in the data active = inhibition above about 58%; tested in S. cerevisiae
# XIAP displacement – XIAP antagonists, biochemical, IAP family, fluorescence polarization (AID 1018); XIAP BIR domain, fluorescence polarization peptide displacement; higher % means a stronger effect; one-dose displacement, % at 20 µM; IC50 in µM for titrated hits; actives 0.007% (n = 200,000); in the data active = displacement above about 50%; also: a part of the inactive calls stands beside numbers as strong as those of hits
# Myeloid diff MLP – compounds promoting myeloid differentiation; ER-HoxA9 myeloid progenitors, lysozyme-GFP differentiation, flow cytometry; calls only at 10 µM; actives 1% (n = 360,000); AID 624256;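 active = normalized GFP-positive differentiation at or above the plate's own cutoff, the solvent-only control mean plus 3 SD; inconclusive = no clear call, values can overlap the other calls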;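 also: cells exposed to compound for four days before flow analysis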
# Salmonella PhoP GFP – inhibitors of PhoP regulon expression, primary screen, Salmonella Typhimurium, GFP reporter (AID 1863). inhibition, % at 50 µM, or IC50 in µM where a hit was titrated. S. Typhimurium PhoP-regulated promoter GFP reporter, 4 h; higher % means a stronger effect. actives 0.16% (n = 300,000);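 active = inhibition over 29.93%, a cutoff 3 SD above the screen mean, later confirmed by dose response; inconclusive = inhibition over 29.93% but no dose response follow-up; inactive = inhibition at most 29.93% or unconfirmed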;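 also: 0% = low Mg2+ inducing control and 100% = high Mg2+ repressing control; strong numbers were not always called active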
# RSV antiviral HEp-2 – inhibition of RSV-induced cytopathic effect – HEp-2 cells, primary 10 µM value included (AID 2391); actives 0.13% (n = 310,000); HEp-2 cells, RSV-induced CPE inhibition; higher % means a stronger effect; CPE inhibition, % at 10 µM; hits with a dose series show IC50 in µM; in the data active = a potency from the dose series; inconclusive = CPE inhibition mostly from about 23% at the one dose, without a potency; inactive = the rest, 99 in 100 with CPE inhibition below about 21%; also: strong numbers were not always called active
# TNAP activators – human TNAP enzyme activators, primary screen, biochemical, luminescent, no phosphate acceptor, uHTS (AID 1001); purified TNAP, luminescent activation assay, no phosphate acceptor; higher activation fold means a stronger effect; activation fold at 20 µM; hits with a dose series show EC50 in µM; actives 0.03% (n = 200,000); in the data active = activation fold from about 3, or a potency from the dose series; inactive = the rest, 99 in 100 with activation fold below about 1.6; also: many of its hits are not listed in these tables
# SIAH1 antagonists – Siah-1 peptide-binding antagonists, primary screen, biochemical, fluorescence polarization, rhodamine-plectin, uHTS (AID 1817). actives 0.02% (n = 290,000). Siah-1 / rhodamine-plectin peptide fluorescence polarization; higher % means a stronger effect. displacement, % at 20 µM, or IC50 in µM where a hit was titrated;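 active = displacement of at least 50% at 20 µM, with a fluorescence ratio check between 0.3 and a set limit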;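 also: plate controls were Siah plus tracer with DMSO for no effect and tracer alone without Siah for full effect; strong numbers were not always called active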
# PMI inhibition – human PMI inhibitors, high substrate, primary screen, biochemical, fluorescence intensity, high mannose 6-phosphate (AID 1220); recombinant PMI enzyme, coupled fluorescence intensity; higher % means a stronger effect; one-dose inhibition, % at 20 µM; IC50 in µM for titrated hits; actives 0.66% (n = 190,000)
# human PMI inhibition – inhibitors of human PMI, primary screen, biochemical, fluorescence intensity, coupled assay (AID 1209). purified PMI enzyme, coupled fluorescence intensity; higher % means a stronger effect. inhibition, % at 20 µM, or IC50 in µM where a hit was titrated. actives 0.42% (n = 190,000);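 also: plate controls were DMSO vehicle for no effect and wells lacking substrate for full effect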
# WT yeast gro inh mutant strain – further read-out of WT yeast gro inh, marked with its call; inhibition, %; mitochondrial fusion phenotypic screen, mutant strain inhibition
# Myeloid diff MLP GFP+ MAC1+ % – further read-out of Myeloid diff MLP, marked with its call; GFP+ MAC1+ double positive, %; measured here: differentiation confirmed by MAC1 staining
# * = called active by the depositor; i = inactive; ? = inconclusive; . = no result given; + = active, no number; & = joins results of further samples. Rule as the data show it, unless noted: active = inhibition above about 50%; inactive = the rest.
SMILES,WT yeast gro inh,WT yeast gro inh mutant strain,XIAP displacement,Myeloid diff MLP,Myeloid diff MLP GFP+ MAC1+ %,Salmonella PhoP GFP,RSV antiviral HEp-2,TNAP activators,SIAH1 antagonists,PMI inhibition,human PMI inhibition
CCOC(=O)Nc1ccc(S(=O)(=O)Nc2cc(C)nc(C)n2)cc1,-0.6,7.0,-17.2%,i,1.9,-12.2%,-0.8%,0.9,1.1%,-9.5%,-14.8%
COc1ccc(S(=O)(=O)N2CCOCC2)cc1C(=O)NC1CCCCC1,.,.,.,i,0.6,-5.4%,0.8%,.,2.4%,.,.
CN(Cc1ccccc1NCC(=O)Nc1ccccc1C#N)C1CCCCC1,3.5,4.4,-10.4%,i,0.1,-3.1%,0.3%,1,-1.0%,10.3%,6.8%
COc1ccc(C(=O)/C=C/c2ccc(-c3ccccc3)cc2)cc1CSCC(=O)O,.,.,.,i,0.7,-2.7%,-1.9%,.,39.1%,.,.
CC(C)c1ccc(N(C(=O)c2csnn2)C(C(=O)NC2CCCC2)c2ccncc2)cc1 (stereo not given),.,.,.,i,3.8,1.5%,0.8%,.,-4.1%,.,.
CN(C(=O)CN1C(=O)S/C(=C\c2cccc(Cl)c2)C1=O)C1CCS(=O)(=O)C1 (stereo not given),.,.,.,i,6.4,6.6%,2.0%,.,-4.3%,.,.
CCOc1ccc2nc(NC3=NC(C)(C)C=C(C)N3)nc(C)c2c1,14.0,-10.9,-2.3%,i,0.4,7.8%,0.8%,1.1,-1.7%,4.4%,-1.1%
N=C1C(c2ccccc2)=C(O)C2CCc3ccccc3N12 (stereo not given),3.5,-4.2,-2.7%,i,1.1,6.3%,2.5%,1.1,2.4%,2.6%,-1.1%
COc1cc(CC(=O)N2CCc3ccccc32)cc(OC)c1OC,-8.3,-5.5,-2.6%,i,1.5,2.5%,6.1%,1.1,-2.2%,-5.8%,2.9%
O=C(c1cccs1)n1nc(-c2ccc(Cl)cc2)nc1NCc1ccco1,-6.1,1.4,2.0%,i,2.7,-3.9%,0.6%,1,-2.7%,-0.3%,3.4%
COc1ccc(CNC(=O)COC(=O)c2cccs2)cc1,.,.,.,i,1.8,-3.4%,0.7%,.,2.5%,.,.
COc1ccccc1N1CCN(CC(O)COc2ccc(C)cc2C)CC1 (stereo not given),.,.,.,i,0.6,2.3%,0.1%,.,-2.3%,.,.
CCCCCCC(=O)Nc1nc(C)c(-c2csc(Nc3ccc(Cl)cc3)n2)s1,-3.9,0.8,-6.1%,?,.,23.6%,4.2%,1,4.6%,29.6%,42.8%
Cc1cc2nc(CS(=O)(=O)c3ccccc3)cc(=O)n2[nH]1,-5.5,2.5,-7.5%,i,0.3,-4.7%,0.3%,1.1,-1.5%,0.1%,-2.8%
OCCN(CCO)CC(O)CN1c2ccccc2Sc2ccccc21 (stereo not given),.,.,.,i,0.6,9.1%,0.5%,.,-5.1%,.,.
COc1ccc(-n2c(C)nn(C)c2=O)cc1,12.6,-2.4,-5.6%,i,1.4,1.2%,-0.3%,1,1.2%,1.8%,-8.2%
CCC(=O)N1CCN=C1SCc1ccccc1Cl,-4.1,0.7,-3.6%,i,5.1,-0.9%,3.2%,1.1,-1.0%,-3.6%,-0.8%
CCN1CCN(CCCNC(=O)c2cc3c(s2)-c2ccccc2OC3)CC1,.,.,.,i,0.6,-12.2%,-1.4%,.,9.9%,.,.
O=C(COC(=O)CCCC1=NS(=O)(=O)c2ccccc2N1)Nc1ccc(Br)cc1,.,.,.,?,.,-14.6%,1.4%,.,-4.5%,.,.
COc1ccccc1NC(=O)c1cc(S(=O)(=O)N2CCC3(CC2)OCCO3)ccc1F,-8.2,-13.9,-6.5%,i,0.7,-9.2%,0.7%,1.1,-3.1%,11.8%,20.5%
CCOC(=O)C1CCN(C(=O)C2CCN(c3nnc(-n4cccc4)s3)CC2)CC1,.,.,.,i,3.6,0.6%,4.4%,.,15.2%,.,.
CC(C)CNC(=O)NC(=O)COC(=O)c1ccccc1Sc1ccc(C(F)(F)F)cc1[N+](=O)[O-],10.3,-1.5,-3.5%,i,0.9,-3.1%,1.8%,1.2,3.0%,13.0%,23.4%
Cc1ccc2[nH]c(=O)c(CN(CCc3ccccc3)Cc3nnnn3CC3CCCO3)cc2c1 (stereo not given),2.1,3.1,2.0%,i,0.9,-10.2%,1.2%,1.1,2.9%,-68.9%,-50.8%
O=C(NNC(=O)c1cc(-c2ccccc2)n(-c2ccccc2)n1)c1cccc([N+](=O)[O-])c1,39.2,3.8,-5.1%,i,0.3,-11.1%,2.8%,2,-0.1%,-5.4%,-0.3%
Cc1ccc(/C=N\NC(=O)c2ccc3c(c2)OCO3)o1,.,.,.,i,1.7,-7.4%,1.6%,.,1.6%,.,.

# Overlap with the part before: 6 entries; new compounds follow.
SMILES,WT yeast gro inh,WT yeast gro inh mutant strain,XIAP displacement,Myeloid diff MLP,Myeloid diff MLP GFP+ MAC1+ %,Salmonella PhoP GFP,RSV antiviral HEp-2,TNAP activators,SIAH1 antagonists,PMI inhibition,human PMI inhibition
COc1ccccc1NC(=O)c1cc(S(=O)(=O)N2CCC3(CC2)OCCO3)ccc1F,-8.2,-13.9,-6.5%,i,0.7,-9.2%,0.7%,1.1,-3.1%,11.8%,20.5%
CCOC(=O)C1CCN(C(=O)C2CCN(c3nnc(-n4cccc4)s3)CC2)CC1,.,.,.,i,3.6,0.6%,4.4%,.,15.2%,.,.
CC(C)CNC(=O)NC(=O)COC(=O)c1ccccc1Sc1ccc(C(F)(F)F)cc1[N+](=O)[O-],10.3,-1.5,-3.5%,i,0.9,-3.1%,1.8%,1.2,3.0%,13.0%,23.4%
Cc1ccc2[nH]c(=O)c(CN(CCc3ccccc3)Cc3nnnn3CC3CCCO3)cc2c1 (stereo not given),2.1,3.1,2.0%,i,0.9,-10.2%,1.2%,1.1,2.9%,-68.9%,-50.8%
O=C(NNC(=O)c1cc(-c2ccccc2)n(-c2ccccc2)n1)c1cccc([N+](=O)[O-])c1,39.2,3.8,-5.1%,i,0.3,-11.1%,2.8%,2,-0.1%,-5.4%,-0.3%
Cc1ccc(/C=N\NC(=O)c2ccc3c(c2)OCO3)o1,.,.,.,i,1.7,-7.4%,1.6%,.,1.6%,.,.
COc1ccc(S(=O)(=O)N2CCCC(C(=O)O)C2)cc1 (stereo not given),-6.4,-9.8,-9.7%,i,0.7,-4.1%,-0.3%,1.1,-2.1%,2.3%,3.8%
CCC(C)(C(=O)NC1CCCC1)N(C(=O)Cc1cccs1)c1c(C)n(C)n(-c2ccccc2)c1=O (stereo not given),-4.0,7.8,-3.7%,i,0.4,-2.6%,-1.3%,1.1,5.7%,-12.9%,-10.1%
O=C(Cc1n[nH]c(=O)c2ccccc12)NC(c1ccccc1)c1ccccc1,.,.,.,i,1.1,-6.5%,-0.9%,.,1.0%,.,.
COc1ccc(C2(C)NC(=O)N(CC3CCCCC3)C2=O)cc1 (stereo not given),.,.,.,i,0.7,-3.7%,8.0%,.,-0.5%,.,.
CCCCOC(=O)n1c(=O)oc2ccc(S(=O)(=O)N3CCCCC3)cc21,.,.,.,i,0.2,-8.8%,7.6%,.,10.2%,.,.
O=C(Nc1ccc(Oc2ccccc2)cc1)C1CCCO1 (stereo not given),2.7,4.0,0.0%,i,6.4,5.0%,2.5%,1.1,-1.7%,-0.9%,-6.7%
Cc1cc(C)c(C#N)c(N2CCC(C(N)=O)CC2)n1,-3.5,-0.3,-8.5%,i,0.2,-4.4%,1.7%,1.1,6.3%,8.4%,2.0%
COc1ccc(N2CCN(C(=O)c3ccccc3NS(=O)(=O)c3ccc(C)cc3)CC2)cc1,.,.,.,i,1.1,9.3%,16.7%,.,-0.3%,.,.
C=CCNC(=S)Nc1ccc(N2CCOCC2)c(S(=O)(=O)Nc2ccccc2Cl)c1,-5.6,9.3,-5.2%,i,0.1,-0.8%,6.8%,1.2,-2.0%,16.5%,9.9%
CCCn1c(SCC(=O)Nc2cccc(C(=O)OCC)c2)nnc1-c1ccoc1C,-0.6,-6.4,-1.9%,i,1.2,4.8%,4.1%,1.1,-0.7%,11.0%,9.4%
O=C(NCCc1c[nH]c2ccccc12)OCCSS(=O)(=O)O,-14.8,6.3,-4.5%,i,0.8,-5.8%,0.1%,1.1,-0.8%,7.1%,7.8%
Cc1ccc(NC(=O)COc2ccccc2[N+](=O)[O-])nc1,3.2,3.0,-8.2%,i,0.0,-0.3%,-0.9%,1,-0.9%,5.2%,5.1%
Nc1nc(Cl)nc2c1ncn2[C@H]1C[C@H](O)[C@@H](CO)O1,9.0&-2.0,-4.6&14.0,-7.8%&3.1%,?,.,1.0%&-10.4%&-8.8%,-3.2%,1.1&1.1,3.6%&6.2%,10.7%&-2.2%,1.8%&1.9%
COc1cccc(NC(=S)N(CCCN2CCOCC2)C(C)c2cc3ccccc3o2)c1 (stereo not given),-8.0,-6.4,-4.7%,i,0.5,-0.2%,2.6%,1,3.7%,-11.4%,-10.9%
C=CCN(C(=O)CCC(=O)Nc1cc(C)on1)C(C(=O)NC1CCCC1)c1ccc(OC)c(OC)c1 (stereo not given),.,.,.,i,0.6,5.4%,0.9%,.,3.3%,.,.
C/C(=N\NC(=O)c1c(Cl)c(C)nn1C)c1ccc(NC(=O)C2CCC2)cc1,.,.,.,?,.,-3.1%,-0.9%,.,-3.5%,.,.
Cc1cccc(-n2ncc3c(NCc4ccco4)ncnc32)c1,17.5,-5.7,-7.7%,+,4.0*,16.4%,9.0%,1.1,1.7%,-9.2%,-20.0%
O=C(NNC(=O)C12CC3CC(CC(C3)C1)C2)c1ccncc1,.,.,.,i,0.4,-1.1%,1.0%,.,1.0%,.,.
COC(=O)C1CCN(C(=O)c2ccc3nc(-c4cccc(OC)c4)oc3c2)CC1,.,.,.,i,3.1,-6.6%,-0.9%,.,-3.2%,.,.
COC(=O)Cc1c(OC)ccn(CCc2c[nH]c3ccccc23)c1=O,8.8,-1.3,-5.6%,i,0.6,12.9%,-0.5%,1.1,8.8%,-5.4%,0.1%
CCC(C(=O)N1CCN(S(C)(=O)=O)CC1)c1ccccc1 (stereo not given),19.4,23.7,-5.7%,i,0.8,7.8%,-0.7%,1,-0.2%,1.7%,-1.2%
CCCOc1ccc(C(=O)NNC(=S)NC(=O)c2ccco2)cc1,.,.,.,i,0.9,8.8%,-2.6%,.,-4.0%,.,.
CC1=C(C(=O)Nc2cccc(F)c2)C(c2ccsc2)C2=C(CC(C)(C)CC2=O)N1 (stereo not given),-0.2,3.5,-3.3%,?,.,9.4%,1.7%,1.3,4.2%,16.2%,21.2%
CCCC(C(=O)NCC1CCCO1)N(Cc1ccco1)C(=O)CNS(=O)(=O)c1ccccc1 (stereo not given),10.5,20.0,-4.8%,i,0.8,-2.5%,1.1%,1.1,2.5%,-7.5%,-7.1%
Cn1c(N)c(C(=O)COC(=O)c2cnc(Cl)c(Cl)c2)c(=O)n(C)c1=O,17.6,6.6,-4.8%,i,0.1,1.7%,0.8%,1,4.6%,-8.9%,-0.9%

# From PubChem BioAssay
